High-throughput results from PubChem.
ABCB1 block – blocks JC-1 efflux by human ABCB1 transporter. P08183. CCRF-Adr cells, flow cytometry. inhibition, % at 6.6 µM. hit rate 0.067% among 190,000. AID 1326; in the data active means inhibition above about 40%;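 further: 0% = vehicle and 100% = reference inhibitor; higher value means more JC-1 retained so stronger ABCB1 efflux block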
Bim-Mcl-1 – disrupts Bim peptide binding to human Mcl-1; Bead-based flow cytometry, Bim peptide-Mcl-1 binding; hit rate 0.1% among 190,000; inhibition, % at 10 µM;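 further: 0% = no compound tracer wells and 100% = peptide blocker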
ABCG2 inh – inhibitors of human ABCG2 transporter, ABCB1 counter-screen; Q9UNQ0; IgMXP3 cells, JC-1 efflux, flow cytometry; inhibition, % at 6.6 µM; hit rate 0.1% among 190,000;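 active means inhibition above 80%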;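 further: 0% = DMSO and 100% = nicardipine control wells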
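Test system: ABCG2 IgMXP3 and barcoded ABCB1 CCRF-Adr cell mix; Schedule: cells with compound and JC-1, 10 min at 25 °C, rotating, no wash; Technique: flow cytometry of retained JC-1 fluorescence; Measure: % inhibition of efflux relative to nicardipine and DMSO; Controls: nicardipine high and DMSO low controls.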
RGS4-Gao reg – human RGS4-Galphao interaction regulation; P09471; Multiplexed bead flow cytometry, RGS4-Galphao binding; actives lie on both sides; binding response (% of control), % at 10 µM; hit rate 0.33% among 220,000; AID 1415; in the data active means binding response below about 49% or above about 150%; inactive means in between;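 further: fluorescent Galphao activated with aluminum fluoride binding bead-coupled RGS4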
Target sequence (P09471 whole entry, looked up): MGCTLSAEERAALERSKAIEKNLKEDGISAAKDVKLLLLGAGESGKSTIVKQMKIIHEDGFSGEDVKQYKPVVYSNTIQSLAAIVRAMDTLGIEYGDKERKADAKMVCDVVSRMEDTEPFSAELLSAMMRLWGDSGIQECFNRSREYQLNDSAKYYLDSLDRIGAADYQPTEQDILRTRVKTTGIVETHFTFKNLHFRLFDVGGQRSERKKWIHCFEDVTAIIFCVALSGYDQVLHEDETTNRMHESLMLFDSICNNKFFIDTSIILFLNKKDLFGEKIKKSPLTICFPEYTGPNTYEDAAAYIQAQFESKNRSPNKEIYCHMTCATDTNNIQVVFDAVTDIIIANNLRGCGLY
Bim-Bfl-1 – inhibitors of Bim-Bfl-1 interaction, human | Q16548 | Bead-based flow cytometry, Bim-Bfl-1 binding inhibition | inhibition, % at 10 µM | hit rate 0.12% among 190,000;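 further: 0% = wells without compound plus tracer and 100% = blocker peptide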
Bcl-B Bim block – human Bim-Bcl-B interaction inhibition; bead-based flow cytometry, Bim peptide-Bcl-B binding; inhibition, % at 10 µM; Q9HD36; hit rate 0.073% among 190,000;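 further: 0% = tracer peptide without compound and 100% = reference inhibitor peptide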
Target sequence (Q9HD36 whole entry, looked up): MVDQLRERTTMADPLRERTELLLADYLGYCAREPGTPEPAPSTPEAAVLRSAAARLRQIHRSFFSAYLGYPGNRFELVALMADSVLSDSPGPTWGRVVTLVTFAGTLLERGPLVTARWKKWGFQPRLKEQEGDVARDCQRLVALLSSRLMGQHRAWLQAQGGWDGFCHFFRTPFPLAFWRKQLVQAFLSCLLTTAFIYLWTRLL
Bim-Bcl-XL – human Bim-Bcl-XL interaction inhibition. Bim peptide-Bcl-XL binding, bead flow cytometry, fluorescence. AID 1007. hit rate 0.04% among 190,000. inhibition, % at 10 µM
Target sequence (Q07817 whole entry, looked up): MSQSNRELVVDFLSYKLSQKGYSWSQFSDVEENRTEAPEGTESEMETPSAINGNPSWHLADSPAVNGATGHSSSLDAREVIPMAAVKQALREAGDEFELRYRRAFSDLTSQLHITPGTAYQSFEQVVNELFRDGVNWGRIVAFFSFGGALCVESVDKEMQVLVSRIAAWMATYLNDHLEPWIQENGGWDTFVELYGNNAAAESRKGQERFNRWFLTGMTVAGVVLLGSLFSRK
RGS7-Gao reg – regulators of human RGS7-Galphao interaction | P09471 | Multiplexed bead flow cytometry, RGS7-Galphao binding; actives lie on both sides | binding response (% of control), % at 10 µM | hit rate 0.35% among 220,000; in the data active means binding response below about 49% or above about 150%; inconclusive means no clear call, values can overlap the other calls; inactive means in between;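 further: fluorescent Galphao held in activated GDP-AlF4 state binding bead-coupled RGS7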
Bcl-2 Bim block – human Bim-Bcl-2 interaction inhibition | hit rate 0.06% among 190,000 | AID 950 | inhibition, % at 10 µM | Bead-based flow cytometry, Bim peptide-Bcl-2 binding; in the data active means inhibition above about 40%; inconclusive means no clear call, values can overlap the other calls;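 further: 0% = no compound wells with probe peptide and 100% = reference peptide inhibitor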
RGS8-Gao – human RGS8-Galphao interaction regulation; P09471; multiplexed bead flow cytometry, RGS8-Galphao binding; actives lie on both sides; response (percent of control binding), % at 10 µM; hit rate 0.34% among 220,000; AID 1423; in the data active means response below about 60% or above about 140%; inactive means in between;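 further: Galphao activated as the GDP aluminium fluoride complex binding bead-coupled RGS8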
Bcl-W Bim block – inhibitors of Bim-Bcl-W interaction, human | hit rate 0.02% among 190,000 | AID 952 | bead-based flow cytometry, Bim peptide-Bcl-W binding | inhibition, % at 10 µM;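 further: 0% = bound tracer without compound and 100% = peptide blocker; higher means less fluorescent Bim peptide bound to Bcl-W beads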
Target sequence (Q92843 whole entry, looked up): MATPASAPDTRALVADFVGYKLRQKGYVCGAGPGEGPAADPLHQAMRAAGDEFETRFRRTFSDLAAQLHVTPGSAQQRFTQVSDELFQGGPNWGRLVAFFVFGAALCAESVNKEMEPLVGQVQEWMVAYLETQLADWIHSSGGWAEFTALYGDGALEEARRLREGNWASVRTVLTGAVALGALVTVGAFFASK
Starred values were filed as active, the others as inactive; ? = inconclusive. Unless noted, no stated cut-off is given here; in the data, active means inhibition above about 40%.

SMILES	ABCB1 block	Bim-Mcl-1	ABCG2 inh	RGS4-Gao reg	Bim-Bfl-1	Bcl-B Bim block	Bim-Bcl-XL	RGS7-Gao reg	Bcl-2 Bim block	RGS8-Gao	Bcl-W Bim block
COc1cc(C(=O)NC(C(=O)Nc2cccc(C(C)=O)c2)C(C)C)cc(OC)c1OC (stereo not drawn)	0.2	1	1	107	-3	-2	0	107	0	102	0
CC(O)CCc1nc2ccc(C(=O)O)cc2[nH]1 (stereo not drawn)	0.3	-3	-1	102	-10	-5	-3	102	-6	100	0
Cc1cc(N2CCN(C)CC2)ccc1NC(=O)c1cccc(S(=O)(=O)N2CCc3ccccc3C2)c1	5.6	-6	1	101	-5	-5	-3	96	-3	101	-2
Cc1nnc(SCC(=O)Nc2nccs2)s1	-0.1	-5	14	100	-24	-7	-9	99	-9	100	-2
CCOC(=O)CSc1nnc(C)c(=O)[nH]1	-0.2	0	0	103	-12	-5	-4	106	-2	101	3
Fc1ccc(NC(=S)N2CCSC2c2cccs2)cc1 (stereo not drawn)	-0.3	1	0	94	-5	-5	-6	94	-3	83	-1
O=C(COc1ccccc1Cl)Nc1cc(Cl)ccc1O	0.3	0	4	95	-3	-5	-3	91	-1	96	-2
COc1ccc(N(CC(=O)NCCSC2CCCCC2)S(C)(=O)=O)c(OC)c1	1.4	0	3	103	0	-2	0	97	-1	98	0
CCOC(=O)C1CN(S(=O)(=O)c2cccc(C(F)(F)F)c2)c2cc(CC(=O)OC)ccc2O1 (stereo not drawn)	1.3	0	2	96	-3	0	0	96	-3	102	-1
COc1ccc(CNC(=O)c2c(O)c3cccc4c3n(c2=O)CCC4)cc1	0.4	1	7	97	-10	-6	0	96	-6	100	5
Nn1c(Cc2ccc(Br)cc2)n[nH]c1=S	-0.9	-5	2	104	13	-50	-10	101	-7	96	-6
Cc1ccc(C)n1-c1ccc(C(=O)NCc2cccnc2)cc1	0.4	-2	1	102	-6	-6	-3	96	-2	99	-2
COc1ccc(-c2nc(NC(=O)CSc3nnc4ccccn34)ns2)cc1	1.5	-5	8	101	1	-5	-4	101	-1	108	1
Nn1c(-c2cccs2)nc2sc3c(c2c1=O)CCCC3	0.4	-2	4	100	0	-2	1	100	-1	103	0
Oc1ccc(N=Nc2c(O)ccc3ccccc23)cc1	-2.0	-7	-8	99	-13	-11	-11	97	-6	111	-1
Cc1cc(C(F)(F)F)nc(NCc2ccc(F)cc2)n1	0.3	-4	1	100	-1	-1	-2	100	-6	106	3
CCOC(=O)/C=C/C(=O)Nc1ccc(S(=O)(=O)N(C)c2ccccc2)cc1	-0.2	0	17	100	-3	-1	-1	102	-2	103	1
CCOC(=O)CSC1=C(C#N)C(c2ccccc2F)C(C(C)=O)=C(C)N1 (stereo not drawn)	0.9	-1	4	103	-15	-13	0	105	-16	101	0
COc1ccc(-n2ccnc2)cc1	0.4	0	1	100	-3	-2	0	?	1	103	0
CCOC(=O)N1CCN(C(=O)/C=C/c2cccc([N+](=O)[O-])c2)CC1	0.9	-1	5	104	-8	-3	0	104	-5	110	1
COC(=O)CN1C(=S)N(c2ccc(Cl)cc2)C(=O)C1CC(=O)Nc1ccc(F)cc1 (stereo not drawn)	-0.7	1	-1	96	5	4	3	100	6	95	3
O=S(=O)(Nc1ccccc1O)c1cccc2cccnc12	0.1	0	0	103	-3	-3	0	100	-2	104	-1
CSc1ccccc1NC(=O)CN(C)C(=O)c1cccc(S(=O)(=O)N(C)C)c1	0.6	-2	3	98	-4	-5	-1	100	-3	98	-3
O=C(NC1CC1)C1CCN(c2ccc(S(=O)(=O)N3CCOCC3)cc2)CC1	0.0	-5	0	103	-11	-8	-6	103	-8	103	-6
CC1CC(C)CN(CCOCCSc2ccc(Cl)cc2)C1 (stereo not drawn)	0.3	1	2	100	-6	-6	-2	101	-7	100	-3

Ordered by the number under Bcl-B Bim block (falling): 4 from the list above.
SMILES	ABCB1 block	Bim-Mcl-1	RGS4-Gao reg	Bim-Bfl-1	Bcl-B Bim block	Bim-Bcl-XL	RGS7-Gao reg	Bcl-2 Bim block	RGS8-Gao	Bcl-W Bim block
CCOC(=O)/C=C/C(=O)Nc1ccc(S(=O)(=O)N(C)c2ccccc2)cc1	-0.2	0	100	-3	-1	-1	102	-2	103	1
COc1ccc(-n2ccnc2)cc1	0.4	0	100	-3	-2	0	?	1	103	0
O=S(=O)(Nc1ccccc1O)c1cccc2cccnc12	0.1	0	103	-3	-3	0	100	-2	104	-1
CC1CC(C)CN(CCOCCSc2ccc(Cl)cc2)C1 (stereo not drawn)	0.3	1	100	-6	-6	-2	101	-7	100	-3

Next section.
SMILES	ABCB1 block	Bim-Mcl-1	ABCG2 inh	RGS4-Gao reg	Bim-Bfl-1	Bcl-B Bim block	Bim-Bcl-XL	RGS7-Gao reg	Bcl-2 Bim block	RGS8-Gao	Bcl-W Bim block
CC(C)CN1C(=O)NC(NC(=O)c2ccco2)(C(F)(F)F)C1=O (stereo not drawn)	0.1	3	0	101	-7	-4	-4	101	-5	101	6
O=C(Nc1ccc(N2CCCC2)cc1)c1ccc2ccccc2c1	-0.5	11	-2	101	20	9	7	107	14	103	4
O=C(N/N=C\c1ccc(-c2ccccc2[N+](=O)[O-])o1)C1COc2cc3ccccc3cc2O1 (stereo not drawn)	0.3	0	8	101	0	-7	0	99	2	100	0
O=C(CN1CCN(Cc2ccccc2)CC1)N=Nc1c(O)[nH]c2ccccc12	1.0	-11	4	105	-1	-7	-7	106	0	107	0
O=C(Nc1ccc(S(=O)(=O)N2CCCCC2)cc1)c1ccncc1	0.5	0	7	104	-18	-6	-13	99	-8	102	-1
COc1ccc(NS(=O)(=O)c2cccc(Cl)c2Cl)cc1S(=O)(=O)N1CCCCC1	6.3	-6	-4	84	-5	-7	-13	83	-3	76	-4
CCCCSc1nnc(CCC)n1N	0.7	-4	2	101	-1	-3	-6	101	-2	101	-3
COCCN(C(=O)Cn1nnc2ccccc21)C(C(=O)NC1CCCC1)c1cc(OC)ccc1OC (stereo not drawn)	0.0	-2	-1	106	0	-3	-9	102	0	102	-3
CCC(=O)C1=C(O)C(c2cccc(Oc3ccccc3)c2)CCC1=O (stereo not drawn)	0.0	0	9	91	-7	-1	0	?	-2	94	1
COCCN(C(=S)Nc1ccc(OC)cc1)C1CCN(C(C)C)CC1	-1.1	-1	-8	99	-18	-10	-3	103	-6	101	-2
CC1=C(C(N)=O)C(c2ccccc2F)NC(=O)N1 (stereo not drawn)	-0.3	0	-1	101	-13	-6	6	101	-8	101	3
CC(=O)Nc1ccccc1-c1nc2ccccc2nc1OCC(=O)c1ccc2ccccc2c1	1.4	-5	18	103	-19	-12	-5	102	-10	101	-1
c1coc(CNC2C3CC4CC(C3)CC2C4)c1 (stereo not drawn)	0.2	1	2	99	2	-1	1	97	3	93	0
Cc1ccccc1Nc1nc(Cl)c(C=O)s1	-0.8	-3	-1	102	-3	-3	-2	106	-4	101	-4
CCOc1ccc2[nH]c(=O)c(CN(Cc3ccc(F)cc3)C(=O)N3CCCC3)cc2c1	1.0	1	13	97	0	5	2	96	-1	100	2
CCc1ccc2c(Cl)c(C(=O)N/N=C/c3c[nH]c4ccccc34)sc2c1	-0.1	0	1	98	-13	-10	-17	93	-8	100	1
O=C(Nc1ccc(Br)cc1)c1ccc(N2C(=O)C3CC=C(Cl)CC3C2=O)cc1 (stereo not drawn)	2.0	16	10	102	21	36	14	100	31	100	14
COC(=O)CN(c1ccccc1F)S(=O)(=O)c1ccccc1	0.9	-4	8	113	-14	-8	-6	106	-8	113	-1
O=C(C1CCCN(CCCc2ccccc2)C1)N1CCCCCC1 (stereo not drawn)	0.4	-3	1	102	1	-3	-2	101	1	104	-1
Cc1ccc(C2CC(=O)N3CN(c4ccc(Br)cc4)CSC3=C2C#N)o1 (stereo not drawn)	-1.3	-5	-3	97	3	-13	-7	107	-9	98	-5
Cc1ccc(-n2ncc(C#N)c2/N=C/N2CCOCC2)cc1	1.2	0	10	96	-8	-6	-7	98	1	98	0
CC(C)(C)c1ccc(S(=O)(=O)Nc2cccnc2)cc1	0.4	-3	4	102	-19	-9	-9	100	-9	101	0
Cc1ccc(C(=O)N/C(=C\c2ccccc2)C(=O)NCCCn2ccnc2)cc1	0.2	0	1	105	-5	-1	-3	107	-1	106	-2
C=CCn1c(SCc2nc3cc(C(F)(F)F)ccc3c(=O)[nH]2)nc2sc(CC)cc2c1=O	0.8	20	4	101	7	-2	-8	101	2	102	-6
COc1cccc(NS(=O)(=O)c2ccc3[nH]cc(C(=O)N(C)Cc4ccco4)c(=O)c3c2)c1	-0.1	0	0	94	-9	-7	-3	91	-7	95	0

(list continues)
SMILES	ABCB1 block	Bim-Mcl-1	ABCG2 inh	RGS4-Gao reg	Bim-Bfl-1	Bcl-B Bim block	Bim-Bcl-XL	RGS7-Gao reg	Bcl-2 Bim block	RGS8-Gao	Bcl-W Bim block
CNC(=O)COC(=O)c1cc(=O)[nH]c2ccccc12	-0.2	-2	1	108	3	-1	1	102	-2	104	0
Cc1nc(C(Cl)(Cl)Cl)nc2[nH]ccc(=O)c12	-0.5	0	-1	99	-4	-1	0	101	-2	99	0
C/C(CC(=O)Nc1ccc(OCc2ccccc2)cc1)=N\NC(=O)C(=O)Nc1ccc(C)c(Cl)c1	0.0	0	0	72	0	2	1	84	0	91	0
CCN(CC)c1ccc(NC(=O)COC(=O)/C=C/c2nc3ccccc3s2)cc1	0.2	0	1	100	-2	-6	-5	104	-7	100	-4
O=C(COC(=O)C1CC(=O)N(c2ccccc2)C1)c1ccccc1 (stereo not drawn)	0.4	0	2	82	-8	-8	-5	102	-7	91	2
CC(C)(C)C(=O)Nc1ncccc1C(O)c1cccc(C(F)(F)F)c1 (stereo not drawn)	0.6	0	1	98	-3	-4	-1	99	0	99	0
CC1=NCCN1S(=O)(=O)c1cc([N+](=O)[O-])ccc1Cl	0.1	3	0	101	-3	0	-2	99	3	101	4
COC(=O)c1ccc(C(C(=O)NC2CCCCC2)N(C(=O)Cc2cccs2)C2CC2)cc1 (stereo not drawn)	2.0	1	4	109	-8	-6	-4	115	-8	107	4
Cc1[nH]nc(-c2ccc(O)cc2O)c1Oc1ccccc1	0.0	-5	0	97	-13	-6	-10	99	-11	100	-3
CCCSCCCNC(=O)Cn1cc2c(n1)CCC(C)C2 (stereo not drawn)	0.9	-5	4	91	-13	-13	-9	96	-7	95	-6
CC1(C)Cc2c(ccc3ccccc23)-c2nnc(-c3cccnc3)n21	0.6	-3	3	100	-14	-7	-4	99	-7	99	1
COc1ccccc1N(CC(O)COc1c(C)cc(C)cc1C)S(=O)(=O)c1ccccc1 (stereo not drawn)	6.5	-3	19	99	-2	-6	-5	99	-3	101	-5
Cn1cnc2ccc([N+](=O)[O-])cc2c1=O	0.8	1	8	102	4	0	0	102	-2	104	1
CC(Cn1nnc2ccccc21)C(=O)O (stereo not drawn)	0.1	-2	0	104	1	-5	0	109	0	104	-2
CCOC(=O)c1cccc(NS(=O)(=O)c2c(C)[nH]c(=O)[nH]c2=O)c1	0.5	-3	0	82	0	0	-1	90	2	87	0
O=C(Nc1cnccn1)c1cccs1	0.1	-5	1	102	-8	-8	-6	103	-6	102	-3
CCC1(CC)NC(=O)N(CC(=O)NCc2ccc3c(c2)OCO3)C1=O	0.4	0	2	100	-15	-8	-7	99	-8	103	-1
Oc1ccc2ccccc2c1/C=N/c1nccs1	0.3	1	1	101	1	-3	2	98	3	102	0
